High-throughput results as filed in PubChem.
TRPML3 agonist – agonists of human TRPML3 channel; Q8TDD5; HEK293 TRPML3-YFP, Fluo-8 calcium fluorescence; 100% = the carbachol control signal; activation, % at 3 µM; 0.29% of 220,000 active; AID 1448;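 active means activation above its plate's cutoff, the mean activation of the plate's test wells plus 3 SD, cut at about 12% in these data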;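 further: 0% = DMSO only wells and 100% = carbachol wells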
Target sequence (Q8TDD5 whole entry, looked up): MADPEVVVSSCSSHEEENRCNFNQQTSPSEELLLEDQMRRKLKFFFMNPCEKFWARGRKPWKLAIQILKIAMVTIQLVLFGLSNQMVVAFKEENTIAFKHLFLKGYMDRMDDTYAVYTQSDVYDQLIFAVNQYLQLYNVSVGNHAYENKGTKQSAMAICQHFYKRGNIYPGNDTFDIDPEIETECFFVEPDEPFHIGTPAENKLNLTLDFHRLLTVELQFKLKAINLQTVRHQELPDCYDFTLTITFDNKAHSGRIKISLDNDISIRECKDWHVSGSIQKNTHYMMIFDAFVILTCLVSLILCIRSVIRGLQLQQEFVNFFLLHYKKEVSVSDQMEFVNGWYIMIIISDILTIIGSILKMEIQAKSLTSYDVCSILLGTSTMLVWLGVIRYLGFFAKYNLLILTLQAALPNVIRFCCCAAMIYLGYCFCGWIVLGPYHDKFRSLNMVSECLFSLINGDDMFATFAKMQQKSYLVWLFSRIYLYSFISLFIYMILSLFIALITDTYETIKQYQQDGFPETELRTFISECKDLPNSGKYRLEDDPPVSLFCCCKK
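Test system: TRPML3-YFP stable HEK293 cells. Doses: single point at 3 µM. Incubation: dye loading 1 h 37 °C then 30 min ambient, 125 s read. Signal: Fluo-8 calcium dye fluorescence, ex 470-495, em 515-575 nm. Measure: percent activation from peak-to-basal fluorescence ratio, scaled between DMSO and carbachol.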
TRPN1 ag – activates the zebrafish TRPN1 channel. 0.18% of 220,000 active. activation, % at 3 µM. AID 1424. HEK293 zebrafish TRPN1-YFP, Fluo-8 calcium fluorescence; 100% = response to 87 µM carbachol;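 active means activation above its plate's cutoff, the mean activation of test wells on that plate plus 3 SD, cut at about 19% in these data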;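 further: 0% = DMSO alone and 100% = 87 µM carbachol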
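Material – zebrafish TRPN1-YFP in HEK293 cells · Doses – 3 µM single point · Schedule – dye 1 h 37 °C plus 30 min RT · Signal – Fluo-8 calcium fluorescence, excitation 470-495 nm, emission 515-575 nm · Read-out – % activation versus carbachol response · Control set – carbachol high, DMSO low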
NPY1 pot ag – potentiators or agonists of human neuropeptide Y receptor Y1 | P25929 | NPY-Y1 expressing cells, potentiator/agonist activation | activation, % at 3.6 µM | 0.37% of 220,000 active | AID 1304; in the data active means activation above about 33%, passing the limit was not always enough;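 further: cells stimulated with NPY at EC10 then isoproterenol at EC100; 0% = low agonist plus stimulus and 100% = saturating agonist plus stimulus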
CHOP inhibitor – inhibitors of CHOP induction in ER stress response; inhibition, % at 10 µM; 3.8% of 220,000 active; CHO-K1 CHOP-promoter luciferase, tunicamycin-induced, 15-18 h; AID 2732;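 active means compounds that reduced the stress-induced luciferase reporter signal by more than about 70% of percent inhibition, limit read from the data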;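 further: 0% = tunicamycin plus vehicle and 100% = wells without tunicamycin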
EP2 modulator – modulators of human EP2 prostaglandin E2 receptor. 0.83% of 260,000 active. P43116. induction, % at 25 µM. EP2-expressing cells, cAMP HTRF FRET, PGE2 co-stimulation;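 active means compounds whose cAMP rise, as percent of the full-agonist control response, exceeds 60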;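 further: rat C6 glioma line stably carrying human EP2 under a CMV promoter; the protocol text gives 20 µM as final concentration; 100% = response of wells given 1 µM PGE2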
Target sequence (P43116 whole entry, looked up): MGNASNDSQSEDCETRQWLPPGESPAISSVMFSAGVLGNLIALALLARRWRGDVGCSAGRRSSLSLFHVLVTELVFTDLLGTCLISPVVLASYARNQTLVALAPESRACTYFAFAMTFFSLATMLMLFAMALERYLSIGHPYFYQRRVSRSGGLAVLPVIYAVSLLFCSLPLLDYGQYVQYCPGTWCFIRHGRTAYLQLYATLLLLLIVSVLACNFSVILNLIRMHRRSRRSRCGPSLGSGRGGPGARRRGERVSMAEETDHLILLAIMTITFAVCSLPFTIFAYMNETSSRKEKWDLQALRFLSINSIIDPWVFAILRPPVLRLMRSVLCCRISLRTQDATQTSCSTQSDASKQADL
14-3-3 Bad PPI – disrupts binding of bovine 14-3-3 zeta to phospho-Bad peptide. P63103. TR-FRET 14-3-3zeta/Dy647-pBad peptide displacement, 1 h. inhibition, % at 21.7 µM. 0.71% of 220,000 active. AID 781;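 active means inhibition above about 70%, limit read from the data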;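 further: 0% = full 14-3-3 plus peptide FRET controls and 100% = background without 14-3-3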
EP2 antag – blocks the human prostaglandin E2 receptor EP2. P43116. C6 glioma cells expressing human EP2, cAMP TR-FRET; cells stimulated with saturating PGE2. inhibition, % at 25 µM. 0.52% of 260,000 active. AID 1422;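 active means percent inhibition above 40 after rounding to a whole number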;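 further: rat C6 glioma host cells with rolipram phosphodiesterase inhibitor present; the protocol text gives 20 µM as final concentration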
PPC-1+TRAIL kill – compounds killing PPC-1 cancer cells with TRAIL present (potentiator screen, no TRAIL-free arm) | PPC-1 cells + TRAIL, ATPLite viability luminescence | cell killing (% activity), % at 4 µM | 0.41% of 220,000 active;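 active means cell killing above 50% in the first pass at 4 µM, then a duplicate retest at 5 µM averaging 50% or more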;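 further: plate controls were cells with TRAIL plus DMSO for no effect and medium-only wells lacking cells for full effect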
NPY-Y1 antag – NPY-Y1 (human) receptor antagonism | HEK293-CNG Y1 cells, membrane potential fluorescence; NPY at EC95, then isoproterenol | inhibition, % at 3.6 µM | 1% of 200,000 active;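 active means inhibition above the campaign mean inhibition of all tested compounds plus 3 SD, cut at about 20% in these data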;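 further: 0% = DMSO wells given NPY plus isoproterenol and 100% = isoproterenol alone without NPY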
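Material: HEK293 Y1/CNG channel cell line; also added: NPY (25 nM), isoproterenol (1 µM), Ro 20-1724 (25 µM); doses: one concentration, 3.6 µM, in 0.4% DMSO; schedule: compound incubation 1 h at room temperature, readout 45 min post-stimulation; technique: membrane potential fluorescence; measure: fluorescence ratio normalized to % inhibition between controls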
Active calls of the source: *; · = not tested or not shown; & = joins results of further samples; [ ] = dose if it differs, or a comment. The list is partial, so the mix of outcomes need not match the whole.

SMILES | TRPML3 agonist | TRPN1 ag | NPY1 pot ag | CHOP inhibitor | EP2 modulator | 14-3-3 Bad PPI | EP2 antag | PPC-1+TRAIL kill | NPY-Y1 antag
CN1CCN(C(=O)C2C3C=CC(C3)C2C(=O)O)CC1 (configuration not stated) | 0.8 | 0.3 | 0 | 3 | 23 | 0 | 8 | -10 | -3
CC(=O)Nc1sc2c(c1C(N)=O)CCN(Cc1ccccc1)C2 | 0.9 | 0.7 | -10 | 1 | -29 | 3 | 5 | 4 | ·
COc1ccc(NS(=O)(=O)c2ccc(NC(=S)NC(=O)/C=C/c3ccc(C)cc3)cc2)nn1 | 0.9 | -0.7 | -4 | 95* | -81 | -5 | 63* | 0 | -3
CC(C)(C)c1ccc(C(=O)NC(=S)Nc2sc3c(c2C#N)CCC3)cc1 | -0.1 | -2.2 | -6 | -5 | -9 | -6 | 8 | 11 | 6
Cc1c(NC(=O)CCCOc2ccccc2)cccc1[N+](=O)[O-] | -0.8 | 0.2 | 11 | 4 | -49 | 12 | 9 | 4 | 4
CNc1nc(Cl)c(SC)c(NC2CCCCC2)n1 | -0.7 | -0.4 | -11 | 58 | 46 | -2 | 3 | 25 | -4
Cc1ccc(C(=O)OCC(=O)Nc2cccc(Cl)c2C)c(O)c1 | -0.1 | -0.7 | -27 | 0 | 5 | 2 | 15 | -3 | ·
CN(C)S(=O)(=O)c1cc([N+](=O)[O-])ccc1N1CCCCCC1 | 16* | -0.7 | 7 | · | · | · | 17 | -6 | 10
Cc1ccc(N=Nc2c(C)[nH][nH]c2=O)c(C)c1 | -1.1 | -2.0 | 17 | 33 | 59 | -10[fluorescence artefact?] | 9 | -6 | 7
CCO[C@H]1OC(C(N)=O)=C[C@@H](c2csc3ccccc23)[C@@H]1CCCO | 0.9 | 1.4 | -8 | 11 | 10 | 0 | 7 | -2 | -2
N/C(=N\NS(=O)(=O)c1cc(C(F)(F)F)cc(C(F)(F)F)c1)c1ccccn1 | -0.1 | -1.7 | 8 | -7 | 25 | -4 | 10 | -8 | ·
COCC(=O)Nc1nnc(C2CCCCC2)s1 | -0.5 | 0.6 | -15 | 8 | -1 | -1 | 9 | 29 | -3
O=c1cc(C(F)(F)F)[nH]c2ccccc12 | 0.4 | 0.6 | 6 | 8 | -12 | 7 | 8 | 21 | ·
Cc1ccc2nc(NC(=O)CN3CCOCC3)sc2c1 | 1.9 | 0.5 | -17 | -10 | -4 | -3 | 6 | -6 | -5
Cc1nn(C(C)C(=O)NNC(=S)Nc2ccc(F)cc2)c(C)c1[N+](=O)[O-] (configuration not stated) | 0.3 | -0.9 | -8 | 18 | 4 | -6 | 10 | 6 | 0
C=CCn1c(SCC(=O)N(C)C2CCS(=O)(=O)C2)nc2ccccc2c1=O (configuration not stated) | 0.0 | -0.3 | -5 | -12 | -9 | 7 | 5 | 31 | 0
CC1CC(C)CN(C(=O)CSc2nnc(CSc3ncccn3)n2C)C1 (configuration not stated) | -0.2 | -0.2 | 21 | -13 | 39 | 17 | 5 | -8 | -4
Cc1cc(C)c(NC(=O)c2cc3c(nc4sccn43)s2)c(C)c1 | 1.0 | 0.1 | 4 | 24 | 8 | 5[fluorescence artefact?] | 7 | -18 | -6
Cc1c(NC(=O)N2CCCCCC2)c(=O)n(-c2ccccc2)n1C | 0.4 | 0.7 | -11 | 22 | 7 | 7 | 8 | -8 | -2
CCn1c(C)nc2cc(C(=O)N/N=C/c3ccc(N4CCOCC4)cc3)ccc21 | 1.2 | 2.1 | 14 | 5 | -27 | 1 | 6 | 10 | 4
CC(=O)c1ccc(-n2nnnc2SCC(=O)NNC(=O)c2ccco2)cc1 | -0.3 | -0.1 | 4 | 0 | -11&13 | -12 | 6&2 | 12 | 9
Cn1cc(Br)c(C(=O)Nc2nccs2)n1 | 0.8 | 0.0 | -10 | -27 | 7 | 14[fluorescence artefact?] | 12 | 11 | 3
Cc1ccc(SCc2cc(=O)[nH]c(N3CCN(Cc4ccc5c(c4)OCO5)CC3)n2)cc1 | 0.9 | 0.7 | -16 | 75* | 9 | 9 | 10 | 9 | -1
COc1ccc(N(C(C)C(=O)N2CCC(Cc3ccccc3)CC2)S(C)(=O)=O)cc1 (configuration not stated) | 4.9 | 9.8 | -5 | 42 | -36 | 3 | 5 | -1 | -5
CCOc1ccc(NS(=O)(=O)c2ccc(SC)cc2)cc1 | 0.4 | -0.2 | -25 | 26 | -15 | 4 | 21 | 17 | 5
CCn1c(SCC(=O)c2ccccc2)nnc1-c1cc2cc(Br)ccc2o1 | 0.9 | 0.0 | -11 | 51 | -2 | 1 | 16 | 10 | 6
CC(=O)NC(Cc1c[nH]c2ccccc12)C(=O)OCC(=O)Nc1ccc2c(c1)OCO2 (configuration not stated) | 0.8 | 1.3 | -1 | -6 | -22 | 8[fluorescence artefact?] | 10 | 10 | 16
CCn1c(SCc2ccccc2Cl)nc2nc3c(cc2c1=O)CCCC3 | 0.6 | 0.5 | -52 | 18 | 24 | 11[fluorescence artefact?] | 8 | 8 | 3
O=C1Nc2ccccc2/C1=N\N1CCOCC1 | 0.9 | 1.8 | 1 | 10 | 32 | -7 | 5 | 10 | ·
Cc1ccc(CSCC(=O)Nc2ccc(F)cc2)cc1 | -0.3 | -1.7 | 5 | 25 | -6 | 9 | 7 | -6 | 0
CN(C)c1nnnn1-c1ccc(Cl)cc1Cl | -0.1 | 1.3 | -4 | -7 | 2 | 0 | 3 | -3 | 1
O=C(NCC1CCCO1)c1cccnc1NCc1ccc(F)cc1 (configuration not stated) | -0.3 | -0.7 | -3 | 10 | 6 | 0 | 9 | 6 | -2
COc1ccc(Nc2nc(C)cc(C)c2C#N)cc1 | 0.1 | -0.4 | 8 | 38 | 15 | 12 | 14 | 22 | -4
CCCCC1C2C(=O)N(c3ccccc3)C(=O)C2ON1c1ccccc1 (configuration not stated) | 1.6 | 0.4 | 10 | 2 | 21 | -5 | 5 | -10 | ·
COc1cccc(C2(CSc3nnc(-c4cc(OC)c(OC)c(OC)c4)o3)OCCO2)c1 | -0.4 | -1.7 | -8 | 1 | -13 | 0 | · | -5 | 8
Cc1ccccc1C(=O)NCCCCc1ccccc1 | 0.1 | -1.0 | 3 | 38 | -30 | 8[fluorescence artefact?] | 3 | 28 | -8

The closing two entries of the part above open the next one.
SMILES | TRPML3 agonist | TRPN1 ag | NPY1 pot ag | CHOP inhibitor | EP2 modulator | 14-3-3 Bad PPI | EP2 antag | PPC-1+TRAIL kill | NPY-Y1 antag
COc1cccc(C2(CSc3nnc(-c4cc(OC)c(OC)c(OC)c4)o3)OCCO2)c1 | -0.4 | -1.7 | -8 | 1 | -13 | 0 | · | -5 | 8
Cc1ccccc1C(=O)NCCCCc1ccccc1 | 0.1 | -1.0 | 3 | 38 | -30 | 8[fluorescence artefact?] | 3 | 28 | -8
CC(C)N=C(NC#N)SCc1ccc(Br)cc1 | -0.3 | -1.5 | 29 | 31 | 1 | -11 | 7 | 6 | -1
CCCC(=O)OCCNC(=O)c1cc2ccccc2oc1=O | 0.8 | -0.7 | 29 | -17 | 10 | 20 | 11 | -8 | 2
O=C(/C=C/c1ccco1)Nc1cccnc1 | 0.2 | 0.4 | 12 | -7 | 2 | -12 | 10 | 10 | 0
Cc1nnc(SC(C)C)n(N)c1=O | -0.1 | -0.2 | 5 | 3 | 17 | -5 | 3 | 0 | 0
CCCCS(=O)c1c(O)c2ccccc2[nH]c1=O (configuration not stated) | 0.7 | 1.0 | 6 | 34 | 35 | 0 | 10 | 3 | 6
Cn1c(C(=O)N2CCCC(C(=O)NCCc3ccccc3)C2)cc2sccc21 (configuration not stated) | 0.3 | 0.7 | 3 | 8 | -27 | -6 | 10 | 29 | 5
COc1ccccc1-c1nc(-c2ccc(Br)o2)no1 | 0.8 | 0.1 | 2 | 73* | -17 | -7 | 6 | 16 | 2
O=C(c1ccc(CNc2c(N3CCOCC3)c(=O)c2=O)cc1)N1CC=C(c2ccccc2)CC1 | -0.2 | 0.1 | -8 | 5 | -17 | -2 | 7 | 24 | 3
N#CC12CCCCC1CC1CCCCC1(C#N)N2N (configuration not stated) | 1.1 | 2.3 | 8 | 6 | -2 | -9 | 8 | 1 | ·
CCCc1cc2c(OC(=O)CC)c(-c3ccc(C(=O)OCC)o3)c(=O)oc2cc1OC | 0.3 | -1.2 | -3 | 36 | 5 | -6 | 6 | 21 | 0
COc1ccc(C(=O)CSc2nnc(-c3ccco3)n2C)cc1 | 0.6 | 0.2 | -1 | 0 | -4&-60 | 10 | 3&11 | -26 | -5
CCN1CCN(Cc2cccc(Oc3ccc(Cl)cc3)c2)CC1 | 0.9 | 1.4 | -7 | -18 | -42 | 69 | 17 | 2 | 10

The list goes on, overlapping the part above by 4 compounds.
SMILES | TRPML3 agonist | TRPN1 ag | NPY1 pot ag | CHOP inhibitor | EP2 modulator | 14-3-3 Bad PPI | EP2 antag | PPC-1+TRAIL kill | NPY-Y1 antag
N#CC12CCCCC1CC1CCCCC1(C#N)N2N (configuration not stated) | 1.1 | 2.3 | 8 | 6 | -2 | -9 | 8 | 1 | ·
CCCc1cc2c(OC(=O)CC)c(-c3ccc(C(=O)OCC)o3)c(=O)oc2cc1OC | 0.3 | -1.2 | -3 | 36 | 5 | -6 | 6 | 21 | 0
COc1ccc(C(=O)CSc2nnc(-c3ccco3)n2C)cc1 | 0.6 | 0.2 | -1 | 0 | -4&-60 | 10 | 3&11 | -26 | -5
CCN1CCN(Cc2cccc(Oc3ccc(Cl)cc3)c2)CC1 | 0.9 | 1.4 | -7 | -18 | -42 | 69 | 17 | 2 | 10
CC(C)Sc1nc2ccc(Br)cc2[nH]1 | -1.0 | -1.8 | 20 | 20 | 1 | -3 | 11 | -5 | 8
Cc1ccc(NC(=O)CCOc2ccccc2)cc1S(=O)(=O)Nc1ccccc1Cl | 0.8 | -1.3 | 22 | 56 | -24 | 0 | 14 | 11 | -3
COC(=O)CSc1nc(N)nc(C)c1Cl | 0.3 | 0.0 | -3 | 35 | 15 | -3 | 8 | 9 | 1
CCCCOCC(O)CN1CCN(C(C)=O)CC1 (configuration not stated) | 0.2 | -0.1 | -16 | 6 | 13 | 32 | 7 | -14 | 2
COc1ccc(CCN(C)CCCN2CC(c3ccccc3)CC2=O)cc1OC (configuration not stated) | 0.6 | 1.5 | 6 | -1 | 13 | 11 | 6 | 11 | 3
